Screens (PubChem)
EBV LMP1 NFkB – inhibitors of Epstein-Barr LMP1-induced NF-kappaB reporter; LMP1-induced NF-kappaB luciferase reporter cells, luminescence; inhibition, % at 12.5 µM; 350,000 tested, 0.69% active; in the data active = inhibition above about 41%;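 also: 0% = neutral control wells and 100% = reference inhibitor control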
NCOA1 inh – inhibits human SRC1 coactivator; 360,000 tested, 0.12% active; inhibition, % at 3.6 µM; HEK293 GAL4-SRC1 luciferase reporter, luminescence;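 active = inhibition above the campaign mean plus 3 SD, with each screening campaign given its own cutoff, cut at about 60% in these data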;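 also: 0% = DMSO treated cells and 100% = gossypol at 36 µM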
Target sequence (Q15788 whole entry, looked up, the tested form may be a part): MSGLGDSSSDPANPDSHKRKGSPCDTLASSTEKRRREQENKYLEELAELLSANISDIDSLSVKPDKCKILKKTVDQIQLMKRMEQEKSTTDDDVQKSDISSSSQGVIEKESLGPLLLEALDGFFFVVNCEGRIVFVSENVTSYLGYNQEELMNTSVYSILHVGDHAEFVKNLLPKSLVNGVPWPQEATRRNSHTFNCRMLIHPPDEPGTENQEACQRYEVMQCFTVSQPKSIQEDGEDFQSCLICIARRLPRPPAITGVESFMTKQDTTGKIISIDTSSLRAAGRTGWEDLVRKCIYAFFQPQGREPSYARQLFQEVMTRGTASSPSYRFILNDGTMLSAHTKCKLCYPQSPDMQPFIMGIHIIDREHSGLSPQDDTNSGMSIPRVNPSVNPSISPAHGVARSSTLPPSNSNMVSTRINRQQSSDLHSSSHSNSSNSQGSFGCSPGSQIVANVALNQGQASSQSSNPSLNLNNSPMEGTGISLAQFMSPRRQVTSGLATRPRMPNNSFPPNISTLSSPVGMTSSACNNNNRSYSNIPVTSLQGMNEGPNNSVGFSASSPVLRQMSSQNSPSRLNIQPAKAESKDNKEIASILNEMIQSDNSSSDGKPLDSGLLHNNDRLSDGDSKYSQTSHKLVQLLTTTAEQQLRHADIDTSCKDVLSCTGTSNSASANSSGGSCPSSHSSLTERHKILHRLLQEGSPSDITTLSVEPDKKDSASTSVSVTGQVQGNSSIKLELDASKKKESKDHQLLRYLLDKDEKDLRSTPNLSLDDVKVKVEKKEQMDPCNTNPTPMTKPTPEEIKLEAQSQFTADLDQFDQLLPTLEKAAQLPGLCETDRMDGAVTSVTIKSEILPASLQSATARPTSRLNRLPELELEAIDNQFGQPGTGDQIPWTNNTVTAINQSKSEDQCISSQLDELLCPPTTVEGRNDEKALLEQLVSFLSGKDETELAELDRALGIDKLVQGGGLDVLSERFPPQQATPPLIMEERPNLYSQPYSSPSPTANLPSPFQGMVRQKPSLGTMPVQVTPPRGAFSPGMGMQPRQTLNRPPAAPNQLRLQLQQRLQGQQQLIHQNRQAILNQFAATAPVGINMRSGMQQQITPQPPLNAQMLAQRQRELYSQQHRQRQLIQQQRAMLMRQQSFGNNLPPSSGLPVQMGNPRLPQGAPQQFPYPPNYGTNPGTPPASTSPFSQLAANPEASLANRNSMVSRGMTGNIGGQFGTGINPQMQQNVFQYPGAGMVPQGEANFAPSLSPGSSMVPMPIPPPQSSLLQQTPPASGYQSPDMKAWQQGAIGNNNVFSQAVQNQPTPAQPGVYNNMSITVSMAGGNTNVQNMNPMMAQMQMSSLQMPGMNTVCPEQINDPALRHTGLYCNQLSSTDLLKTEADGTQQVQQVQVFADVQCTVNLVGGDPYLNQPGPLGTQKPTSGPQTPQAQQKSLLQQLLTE
NR5A2 inv ag – suppresses constitutive activity of human LRH-1; O00482; HEK293T StAR-luciferase reporter, LRH-1 transfected, 24 h; AID 602396; 360,000 tested, 0.13% active; inhibition, % at 3.6 µM;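 active = inhibition above the mean inhibition of all tested compounds plus 3 SD, cut at about 73% in these data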;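 also: 0% = DMSO wells and 100% = reporter-only cells lacking LRH-1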
NCOA3 inh – inhibitors of human steroid receptor coactivator 3 (SRC3); HEK293 GAL4-SRC3 luciferase reporter, luminescence; inhibition, % at 3.6 µM; Q9Y6Q9; 360,000 tested, 0.17% active;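 active = inhibition above a per-campaign cutoff, the mean of all compounds plus 3 SD, cut at about 60% in these data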;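 also: 0% = DMSO-treated cells and 100% = gossypol-treated cells at 36 µM; higher means less SRC3-driven luciferase light from the GAL4 reporter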
NR2F2 inh – inhibitors of human COUP-TFII (NR2F2). 370,000 tested, 0.7% active. P24468. HEK293T NGFI-A luciferase reporter, luminescence. AID 686940. inhibition, % at 8.6 µM;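 active = inhibition above a per-plate cutoff, mean inhibition of test wells between control levels plus 3 SD, cut at about 38% in these data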;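 also: cells cotransfected with COUP-TFII expression vector driving the NGFI-A reporter; 0% = median of COUP-TF2 test wells and 100% = reporter-only cells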
NOD2-RIPK2 inh – NOD2-RIPK2 protein interaction inhibition. O43353. CHO BLA complementation NOD2-RIPK2, CCF4 ratio. inhibition, % at 4.98 µM. 360,000 tested, 0.38% active. AID 624267; in the data active = inhibition above about 21%;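 also: 0% = vehicle only and 100% = reference blocker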
C8 TRAIL sens – sensitizes caspase-8 expressing cells to TRAIL; NB7+C8 cells + TRAIL, ATPlite viability luminescence; inhibition (viability loss, TRAIL sensitization), % at 10 µM; 360,000 tested, 1% active; AID 624354;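 active = compounds causing at least 50% loss of cell viability in the single-dose screen, relative to plate controls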
TROY signal inh – inhibitors of TROY-dependent NF-kB signaling; Q293 LMP1-TROYcd NF-kB luciferase reporter, 4 h; inhibition, % at 10 µM; 360,000 tested, 0.98% active; AID 1347056;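 active = compounds whose plate-normalised and pattern-corrected inhibition of the luciferase reporter signal at the single screening dose is 50% or more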
NCOA2 inhibitor – inhibits human steroid receptor coactivator 2. Q15596. HEK293 GAL4-SRC2 luciferase reporter, luminescence. inhibition, % at 9 µM. 370,000 tested, 0.17% active. AID 651957;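 active = inhibition above the mean inhibition of all tested compounds plus 3 SD, set per campaign, cut at about 52% in these data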;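 also: 0% = DMSO treated cells and 100% = cells given Gossypol at 36 µM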
TWEAK Fn14 block – TWEAK-Fn14 signaling inhibition | TWEAK-stimulated Fn14 reporter cells, luciferase luminescence, 8 h | inhibition, % at 10 µM | 360,000 tested, 2% active | AID 1159606; in the data active = inhibition above about 50%
TLR9-MyD88 inh – TLR9-MyD88 interaction inhibition | Q9NR96+Q99836 | CHO BLA complementation TLR9-MyD88, CCF4 FRET ratio | inhibition, % at 4.98 µM | 340,000 tested, 0.21% active;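 active = inhibition above the mean over all tested compounds plus 3 SD, cut at about 21% in these data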;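 also: 0% = DMSO only wells and 100% = clavulanate BLA inhibitor control wells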
An asterisk follows results filed as active; nt = not tested or not shown. Not all compounds are listed. The share of hits here may be higher or lower than overall.

SMILES | EBV LMP1 NFkB | NCOA1 inh | NR5A2 inv ag | NCOA3 inh | NR2F2 inh | NOD2-RIPK2 inh | C8 TRAIL sens | TROY signal inh | NCOA2 inhibitor | TWEAK Fn14 block | TLR9-MyD88 inh
CC1(C)CC(=O)C2=C(C1)N(c1ccccc1)C(=O)C2(O)C(F)(F)F (configuration not stated) | -7 | -9 | 0 | 10 | 10 | -9 | 11 | 6 | 1 | -9 | 7
CCOc1ccc2[nH]cc(C(=O)NCc3ccccc3)c(=O)c2c1 | 6 | 9 | 16 | 3 | 33 | -3 | 14 | 19 | 12 | 15 | -16
Cc1ccc(C(=O)OCC(=O)Nc2ccc(C(N)=O)cc2)s1 | 0 | -10 | 29 | -2 | -6 | -3 | 7 | -7 | -9 | 2 | 6
O=C1C(c2ccccc2)NC(=S)N1C1CCCCC1 (configuration not stated) | -4 | 6 | 4 | 4 | -12 | 4 | -12 | -10 | -13 | 10 | -2
O=S(=O)(NCc1cccc(C(F)(F)F)c1)NCc1ccccc1F | 7 | -18 | 9 | 11 | 10 | 5 | -4 | -10 | -11 | -4 | 0
Nc1c(Sc2ccccc2)c(=O)[nH]c(=O)n1Cc1ccccc1 | 2 | -35 | -41 | 13 | 5 | -5 | 2 | -19 | 0 | -13 | 7
CC(C)CC[n+]1ccn(C2=C([O-])c3ccccc3C(=O)/C2=N\S(=O)(=O)c2ccccc2)c1 | -2 | 21 | 34 | -5 | nt | 8 | 38 | -20 | nt | -2 | -8
CCN1CCN(CCNC(=O)Nc2ccc([N+](=O)[O-])cc2)CC1 | -4 | -12 | 4 | 9 | 13 | -2 | 4 | 3 | 14 | -6 | -4
COc1cc(/C=C2\SC(N3CCC(C)CC3)=NC2=O)ccc1O | -9 | -31 | 10 | -1 | 14 | -3 | -1 | -12 | 22 | -3 | 4
O=C(Nc1ccc([N+](=O)[O-])cc1)Nn1cnnc1 | 6 | 3 | 6 | -15 | 9 | 2 | -16 | -20 | -12 | -3 | -6
COCC(=O)NNC(=O)Cc1ccc(Cl)cc1 | 3 | 0 | -3 | 9 | 2 | 3 | -2 | 18 | -8 | 14 | 9
Nc1ccc(-n2nc(C(F)(F)F)cc2C(F)(F)F)cc1 | 3 | 9 | 11 | 19 | -5 | -3 | -5 | 0 | -2 | 12 | 3
CC(C)NC(=O)c1cnc(Sc2ncc(C(F)(F)F)cc2Cl)n1C | -11 | -10 | 3 | -14 | 6 | -14 | 1 | nt | 18 | 48 | 7
CCc1nnc(SCC(=O)Nc2ccc3c(c2)OCO3)o1 | 2 | -14 | -4 | -7 | -3 | -5 | -4 | -35 | -4 | -4 | -1
N#CC1=C(N)C(C#N)(C#N)C2(CCC3(CC2)OCCO3)C2CC3(CC=C12)OCCO3 (configuration not stated) | -3 | 15 | -1 | -22 | 2 | -7 | -10 | 6 | 12 | 11 | -1

Complete entries as entered above. Order of values: EBV LMP1 NFkB	NCOA1 inh	NR5A2 inv ag	NCOA3 inh	NR2F2 inh	NOD2-RIPK2 inh	C8 TRAIL sens	TROY signal inh	NCOA2 inhibitor	TWEAK Fn14 block	TLR9-MyD88 inh
O=C1C(c2ccccc2)NC(=S)N1C1CCCCC1 (configuration not stated) reads -4	6	4	4	-12	4	-12	-10	-13	10	-2
COCC(=O)NNC(=O)Cc1ccc(Cl)cc1 reads 3	0	-3	9	2	3	-2	18	-8	14	9
Nc1ccc(-n2nc(C(F)(F)F)cc2C(F)(F)F)cc1 reads 3	9	11	19	-5	-3	-5	0	-2	12	3
CCN1CCN(CCNC(=O)Nc2ccc([N+](=O)[O-])cc2)CC1 reads -4	-12	4	9	13	-2	4	3	14	-6	-4

Other records follow.
SMILES | EBV LMP1 NFkB | NCOA1 inh | NR5A2 inv ag | NCOA3 inh | NR2F2 inh | NOD2-RIPK2 inh | C8 TRAIL sens | TROY signal inh | NCOA2 inhibitor | TWEAK Fn14 block | TLR9-MyD88 inh
CC1CC1C(=O)N(C)CC(=O)Nc1ccccc1Br (configuration not stated) | -4 | 2 | -6 | -1 | 17 | -5 | 4 | 4 | -8 | 1 | -1
COc1ccc(-n2cc(CNCc3cnc4ccccn34)c(-c3cccc(F)c3)n2)cc1 | -3 | -33 | 4 | 3 | -22 | 1 | 2 | -27 | -11 | 8 | 4
CC(=O)N1N=C(c2ccc(Br)cc2)CC1c1ccc(Br)cc1 (configuration not stated) | -21 | -16 | -33 | -31 | -30 | -6 | -10 | -43 | -32 | -7 | 3
COc1ccc(N2C(=O)c3ccccc3NC(=O)C2C(=O)NCC(C)C)cc1 (configuration not stated) | nt | nt | 10 | nt | -1 | -9 | -13 | nt | 10 | nt | nt
Cc1ccc(C(=O)/C=C/c2ccccc2[N+](=O)[O-])cc1 | -40 | -45 | -31 | -50 | -33 | 1 | -4 | -63 | -48 | 30 | 5
CCc1ccc(/C=C/C(=O)c2ccc(N3CCOCC3)cc2)cc1 | 3 | -8 | 1 | 2 | 2 | -8 | 10 | -9 | 3 | 42 | 9
COC(Cn1c(-c2cccc(S(=O)(=O)N(C)C)c2)n[nH]c1=S)OC | -3 | 8 | -9 | 3 | -5 | 2 | 2 | 14 | 4 | -1 | -7
CCn1c(SCc2ccccc2)nnc1C1CCCCC1 | -6 | 6 | 1 | 14 | 9 | -1 | 19 | -2 | 9 | 0 | -3
COc1ccc(C(=O)NNC(=O)CN2CCC(n3nnc4cc(C(F)(F)F)ccc43)CC2)cc1 | 4 | 15 | -23 | 18 | -4 | -6 | -21 | 9 | 13 | 13 | -9
Cc1ccc(OC(=O)COc2ccccc2)c(-n2nc3ccccc3n2)c1 | -46 | -119 | -111 | -63 | -56 | -10 | 6 | -66 | -80 | -8 | 15
CCOC(=O)C(C)n1cnc2c1c(=O)[nH]c(=O)n2C (configuration not stated) | -3 | 0 | 2 | 19 | 10 | -6 | -14 | -2 | -13 | 14 | -8
CSc1ccc(CN(C)CC(=O)N(C)CC(=O)Nc2ccccc2Br)cc1 | 4 | -13 | 19 | -8 | -21 | 1 | 10 | 1 | 20 | -8 | -6
O=C(NCc1ccccc1Cl)C1CCN(C(=O)c2ccc(F)cc2)CC1 | 4 | 6 | -4 | -8 | -2 | -17 | -10 | 3 | -9 | 15 | 6
S=c1[nH]ccn1-c1cccc(Cl)c1 | 5 | 21 | 17 | -9 | -8 | 7 | 12 | 12 | 0 | 4 | -5
O=C(CCc1nc2ccccc2c(=O)[nH]1)Nc1nnc(SCc2ccc(F)cc2)s1 | 4 | 8 | 2 | 3 | -17 | 5 | 7 | -10 | 8 | 15 | -3
O=C(COC(=O)c1ccc2c(c1[N+](=O)[O-])C(=O)c1ccccc1C2=O)NC1CC1 | 0 | -12 | 3 | 7 | 2 | 19 | 5 | 17 | -19 | 31 | 25*
Cn1c(=O)c2c(ncn2CC(=O)NC(C)(C)C)n(C)c1=O | -9 | -10 | -13 | -14 | -5 | 15 | -9 | 7 | -27 | -2 | -8
Cc1ccc(C(=O)N/C(=C\c2cccs2)C(=O)NCCc2c[nH]c3ccccc23)cc1 | -24 | 6 | 17 | 13 | 14 | -13 | 23 | 8 | -4 | -10 | -2
CCOc1ccc(OCCN2C(=O)c3ccccc3C2=O)cc1 | -11 | -94 | -79 | -39 | 12 | -5 | -3 | -78 | 16 | -35 | 4
CCOC(=O)CNC(=O)CN1C(=O)CCS(=O)(=O)c2ccccc21 | 2 | 6 | 8 | 16 | -7 | -8 | -1 | 8 | -6 | 1 | -4
O=C(O)C1CC1C(=O)N1CCN(c2ccc(Cl)c(Cl)c2)CC1 (configuration not stated) | -4 | -23 | 11 | 12 | -16 | -5 | 7 | 1 | -16 | 1 | -2
Cc1ccc(NS(=O)(=O)c2ccc(C(=O)N3CCN(c4ncccn4)CC3)cc2)cc1 | 11 | 9 | 34 | 23 | 39* | -6 | 19 | -1 | -1 | 17 | 8
CC(=O)NC(Cc1cc(C)ccc1C)C(=O)N1CCN(C(=O)c2ccc([N+](=O)[O-])cc2)CC1 (configuration not stated) | 2 | 6 | 13 | 9 | -2 | -3 | 6 | -10 | -15 | -2 | -10
COC(=O)c1sc(-c2cccs2)cc1N | -13 | -20 | -42 | -26 | -9 | -10 | 0 | -40 | -40 | 43 | 3
O=C(CCc1ccccc1)NNC(=O)Cc1ccc(Cl)cc1 | 1 | -8 | 2 | 14 | 8 | -1 | -12 | -12 | 20 | 8 | 5
CCOC(=O)CC(=O)CSc1nc2nc(C)cc(C)n2n1 | -6 | -13 | 6 | -5 | 5 | -6 | -1 | -3 | -12 | -7 | -6
Cn1cccc1/C=C1\SC(=S)N(NC(=O)c2ccccc2Cl)C1=O | -4 | 10 | 11 | -2 | -7 | -3 | 4 | 3 | -19 | -4 | -2
CCOc1ccc(NC(=S)N(CCc2c(C)[nH]c3ccc(C)cc23)Cc2ccco2)cc1 | 3 | 9 | -5 | -28 | -16 | -11 | 11 | -4 | -1 | -10 | -9
O=C1NC2(CCCCC2)N=C1c1ccc(Br)cc1 | 3 | -16 | 3 | -6 | 4 | -15 | -4 | -31 | 3 | 2 | -4
Cc1cccc(NS(=O)(=O)c2ccc(C(C)(C)C)cc2)n1 | 1 | -17 | -5 | 0 | 1 | 1 | -3 | 5 | 0 | 9 | -7
CCN(CCn1cccn1)Cc1cn[nH]c1-c1cccc2ccccc12 | -1 | 4 | 4 | 9 | 3 | -1 | 0 | 8 | 10 | 0 | 10
O=S(=O)(Nc1ccc2ccccc2n1)c1ccccc1Cl | 7 | -10 | -4 | 5 | 7 | 1 | -13 | -7 | -31 | 3 | 3
O=C(CCCOc1ccccc1)NCc1ccco1 | -2 | -6 | -8 | 9 | 8 | -1 | -12 | -56 | -8 | -1 | -4
COc1ccccc1-c1nnc(SCC(=O)Nc2cc(C)on2)o1 | -12 | -41 | -5 | 9 | 16 | -9 | 16 | -15 | -38 | 6 | -4
Nc1[nH]c(=O)[nH]c(=O)c1N=Nc1ccccc1Cl | 2 | 2 | 0 | 2 | -1 | -9 | -1 | -31 | 7 | -37 | -10
CC(C)(C)NC[C@H](O)COc1cccc2c1CCCC2=O | -3 | 4 | 25 | 7 | 13 | 0 | -2 | 13 | -18 | -14 | 13
CCCn1c(=O)c(C(=O)Nc2ccccc2C(=O)OCC)c(O)c2ccccc21 | -1 | -12 | 8 | 13 | nt | -1 | -8 | 28 | nt | 4 | -7
Cc1nn(CC(=O)N2CCN(c3ccccc3)CC2)c(=O)c2cccn12 | -3 | -24 | -1 | 19 | 4 | 6 | -8 | 10 | 3 | 8 | 7
COc1ccc(C2=NOC(C(=O)Nc3ccc4c(c3)OCCO4)C2)cc1OC (configuration not stated) | 10 | -18 | 5 | -9 | 22 | -3 | -10 | 23 | -22 | 16 | -3
CCOC(=O)NN1C(=O)c2ccccc2NC12CCCC2 | -6 | -4 | 7 | 19 | 1 | -5 | 4 | -7 | 0 | 3 | -3
CCc1nnc(NC(=O)CSc2nnc(COc3cccc(C)c3)o2)s1 | 1 | 6 | 5 | 9 | 3 | 6 | -4 | -11 | 0 | -2 | -12
